CXCR6 inh – CXCR6 (human) receptor inhibition | O00574 | CHO-K1 PathHunter CXCR6 beta-arrestin, luminescence | inhibition, % at 20 µM | 360,000 tested, 0.36% active | AID 602244; in the data active = inhibition above about 34%, passing the limit was not always enough;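 note: antagonist mode with CXCL16 agonist at 10 nM final; 0% = 10 nM CXCL16 with DMSO and 100% = unstimulated wells without agonist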
Target sequence (O00574 whole entry, looked up): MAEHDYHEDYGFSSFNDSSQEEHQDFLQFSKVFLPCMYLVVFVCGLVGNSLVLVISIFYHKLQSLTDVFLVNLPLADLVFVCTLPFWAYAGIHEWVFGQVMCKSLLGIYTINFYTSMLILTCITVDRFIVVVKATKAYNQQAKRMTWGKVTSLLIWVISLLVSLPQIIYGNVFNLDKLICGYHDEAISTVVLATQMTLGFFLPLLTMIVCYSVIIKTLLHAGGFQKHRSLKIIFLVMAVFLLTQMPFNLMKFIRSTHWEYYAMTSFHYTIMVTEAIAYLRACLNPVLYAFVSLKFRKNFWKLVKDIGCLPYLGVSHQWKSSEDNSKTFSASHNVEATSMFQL
GRIN3A LBD mod – modulators (binders) of human NR3A ligand-binding domain | 340,000 tested, 2.5% active | NR3A LBD differential scanning fluorimetry, Tm shift; 0% = protein alone, 100% = glycine-bound protein | AID 1259313 | Tm shift relative to glycine control, % at 25 µM;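 active = melting temperature shift of at least 10% of the positive control shift, at one fixed dose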
CCR6 antag – antagonists of human CCR6 receptor | P51684 | CHO-K1 CCR6 PathHunter beta-arrestin, luminescence, CCL20-stimulated | inhibition, % at 20 µM | 340,000 tested, 0.49% active | AID 493098;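 active = compounds whose inhibition of the agonist-driven luminescence signal at 20 µM reaches about 50%, limit read from the data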;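 note: cells stimulated with CCL20 at 14 nM final; plate controls were DMSO with CCL20 for no effect and DMSO without agonist for full effect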
Target sequence (P51684 whole entry, looked up): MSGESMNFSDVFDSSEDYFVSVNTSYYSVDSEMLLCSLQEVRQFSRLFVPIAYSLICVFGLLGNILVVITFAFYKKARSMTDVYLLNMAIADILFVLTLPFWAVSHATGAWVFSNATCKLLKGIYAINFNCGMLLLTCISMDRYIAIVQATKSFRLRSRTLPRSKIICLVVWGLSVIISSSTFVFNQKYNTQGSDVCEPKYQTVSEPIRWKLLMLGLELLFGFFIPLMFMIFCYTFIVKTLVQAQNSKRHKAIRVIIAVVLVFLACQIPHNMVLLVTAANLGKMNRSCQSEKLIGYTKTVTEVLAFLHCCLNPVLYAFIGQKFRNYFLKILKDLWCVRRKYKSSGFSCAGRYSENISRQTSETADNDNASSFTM
MPTP inh – inhibitors of mitochondrial permeability transition pore; inhibition, % at 10 µM; isolated mouse mitochondria, Ca2+ swelling absorbance, 30 min; 360,000 tested, 1.4% active;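 active = inhibition of 50% or more, scaled per plate between neutral and stimulator controls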;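 note: 0% = DMSO wells given calcium and 100% = 1 mM EGTA wells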
Gli-Sufu antag – Gli-Sufu pathway antagonism | inhibition, % at 5 µM | 340,000 tested, 0.74% active | Sufu-KO-LIGHT fibroblasts, Gli luciferase reporter luminescence;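 active = inhibition above about 55%, limit read from the data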;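 note: 0% = DMSO-treated cells and 100% = wells with medium but no cells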
EBI2 block – antagonists of human EBI2 receptor | AID 651636 | P32249 | 360,000 tested, 0.81% active | EBI2 beta-arrestin recruitment, luminescence, 7a,25-OHC stimulated | inhibition, % at 5 µM; in the data active = inhibition above about 38%;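 note: enzyme fragment complementation signal reports receptor beta-arrestin coupling in cells; 0% = agonist plus DMSO wells and 100% = wells without agonist; some results beyond the cut were filed as inactive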
Target sequence (P32249 whole entry, looked up, the tested form may be a part): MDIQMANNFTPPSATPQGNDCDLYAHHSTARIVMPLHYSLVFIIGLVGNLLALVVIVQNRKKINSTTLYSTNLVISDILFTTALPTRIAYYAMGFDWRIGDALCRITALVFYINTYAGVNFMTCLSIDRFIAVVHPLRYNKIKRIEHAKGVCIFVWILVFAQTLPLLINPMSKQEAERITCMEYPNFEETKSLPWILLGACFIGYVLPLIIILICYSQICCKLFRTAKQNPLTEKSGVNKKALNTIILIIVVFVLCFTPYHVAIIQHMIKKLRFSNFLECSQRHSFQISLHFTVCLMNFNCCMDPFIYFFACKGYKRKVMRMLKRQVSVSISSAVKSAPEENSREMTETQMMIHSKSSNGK
APOBEC3G inh – blocks human APOBEC3G single-stranded DNA deamination; Q9HC16; recombinant A3G, ssDNA deamination FAM/TAMRA fluorescence; inhibition, % at 20 µM; 330,000 tested, 0.28% active;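 active = inhibition of at least 40% at 20 µM, with no more than 30% in the related APOBEC3A deaminase screen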;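 note: plate controls were DMSO wells with A3G for no effect and wells lacking A3G enzyme for full effect; some compounds called inactive have numbers as strong as hits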
A3A deaminase – inhibitors of human APOBEC3A DNA deaminase. P31941. recombinant A3A, FAM/TAMRA ssDNA deamination fluorescence. inhibition, % at 20 µM. 330,000 tested, 0.41% active. AID 493011;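 active = at least 40% inhibition at 20 µM here, with at most 30% in a related deaminase screen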;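 note: plate controls were A3A with DMSO for no effect and wells lacking A3A enzyme for full effect; some results filed as inactive read as strong as hits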
An asterisk follows results filed as active; . = no result given.

Preview, two compounds:
No.	SMILES	CXCR6 inh	GRIN3A LBD mod	CCR6 antag	MPTP inh	Gli-Sufu antag	EBI2 block	APOBEC3G inh	A3A deaminase
1	CCOC(=O)c1c(S(=O)(=O)NCC(=O)Nc2cccc(F)c2)c(C)n(C)c1C	8	0	20	0.0	-5	-6	-8	-8
2	NC(=O)c1ccccc1NC(=O)c1ccc2ccccc2c1	6	-3	7	-0.5	-127	7	-7	-4

Main list, from the first entry:
No.	SMILES	CXCR6 inh	GRIN3A LBD mod	CCR6 antag	MPTP inh	Gli-Sufu antag	EBI2 block	APOBEC3G inh	A3A deaminase
1	CCOC(=O)c1c(S(=O)(=O)NCC(=O)Nc2cccc(F)c2)c(C)n(C)c1C	8	0	20	0.0	-5	-6	-8	-8
2	NC(=O)c1ccccc1NC(=O)c1ccc2ccccc2c1	6	-3	7	-0.5	-127	7	-7	-4
3	Nc1ccccc1Sc1cc(Cl)nnc1Cl	-18	3	-9	-0.7	-6	-9	-5	-1
4	Cc1ccc(-n2cnc3ncnc(-c4ccccc4)c32)cc1	6	-96	9	0.7	-4	11	-4	2
5	Cc1ccc(S(=O)(=O)N2CCOC2CNC(=O)C(=O)NCc2ccccc2)cc1 (centres undefined)	3	7	5	-1.8	-17	8	-4	-2
6	CN(c1ccc(OCC(=O)O)cc1)S(=O)(=O)c1ccc2ccccc2c1	6	1	5	0.6	11	6	-2	2
7	c1cncc(C2OCC3(CO2)COC(c2cccnc2)OC3)c1 (centres undefined)	-2	-11	-2	-0.2	-12	5	-7	-4
8	CC(NC(=O)c1ccc(Cn2cc([N+](=O)[O-])cn2)o1)c1ccccc1 (centres undefined)	-2	-2	6	1.0	5	1	0	7
9	O=C(NC1=NCCS1)C1CCN(S(=O)(=O)c2ccccc2C(F)(F)F)CC1	0	-1	10	0.1	-9	4	1	3
10	O=C(CSc1nc2[nH]ncc2c(=O)[nH]1)Nc1ccc(Cl)cc1	6	25*	6	-2.9	-4	-5	-7	-1
11	Cc1ccc(NC(=O)c2ccc3c(=O)n4c(nc3c2)CCCCC4)cc1F	6	-10	-5	0.4	7	14	-3	-1
12	Cc1onc(-c2ccccc2Cl)c1C(=O)NC(C)c1ccccc1 (centres undefined)	-19	2	3	1.3	-1	1	-4	-7
13	COc1ccc(C2=NCCn3c2c2ccc(C(F)(F)F)cc2[n+]3[O-])cc1	0	-1	2	0.6	-6	0	-7	-2
14	CCCC(=O)OCC(=O)Nc1ccc(OC(F)F)cc1	1	0	1	0.3	-21	-6	-4	0
15	CCc1nnc(N/N=C/c2ccc(O)c(OC)c2)n1N	-13	-1	-12	2.0	5	-9	-7	-7
16	N#Cc1c(Cc2cccc3ccccc23)nn(CCO)c1N	-6	0	3	0.7	-4	-1	-6	-2
17	O=C(NCCCl)Nc1cccc(Br)c1	-14	-4	-9	-0.3	-14	-5	-1	-1
18	O=C(NC(=O)c1ccc(Cl)c(Cl)c1)OC1CCS(=O)(=O)C1 (centres undefined)	-5	5	-8	0.6	2	-3	-2	5
19	O=C(COC(=O)Cc1ccsc1)Nc1ccc(Cl)c(S(=O)(=O)N2CCOCC2)c1	-13	1	-6	2.1	-3	-7	0	-1
20	COc1cc(=O)n(C)c2ccccc12	7	2	3	0.2	-9	3	-7	-8
21	CS(=O)(=O)N(CC(=O)Nc1ccccc1C(=O)N1CCOCC1)c1ccc2c(c1)OCO2	4	-17	-7	-1.3	0	-3	-5	-2
22	COc1cc(C(=O)Nc2nnc(S(=O)(=O)N3CCCCCC3)s2)cc(OC)c1OC	0	-4	-12	0.1	3	-1	-2	1
23	CC(SCC(=O)NC12CC3CC(CC(C3)C1)C2)C(=O)O (centres undefined)	-2	-5	8	-5.3	-4	-12	0	2
24	COc1cccc(-c2cn(C[C@H]3CC[C@@H]([C@@H]4CC[C@H](Cn5cc(-c6cccc(OC)c6)nn5)O4)O3)nn2)c1	1	0	11	-1.9	3	16	-6	-2
25	CCN(CC)S(=O)(=O)c1cc(NC(=O)COC(=O)CCc2nc3ccccc3s2)ccc1C	9	-6	-2	-1.2	1	-1	-3	0
26	COc1cc(OC)cc(-c2sc3ccc(OC)cc3c2C#CCCO)c1	-4	-1	0	1.6	29	-9	-9	-2
27	N#CC1(NC(=O)COC(=O)c2ccccc2SCC(=O)N2CCCC2)CCCCC1	11	13*	5	0.5	-1	2	-5	0
28	COc1ccc(CCNC(=O)CCCn2c(=O)c3cccn3c3cccnc32)c(OC)c1OC	2	-3	0	1.9	6	-13	0	0
29	O=C1NC(=S)S/C1=C\c1cc(Cl)cc(Cl)c1O	21	17*	39	7.6	8	8	.	.
30	N#Cc1c(NC(=O)CSc2nnc(-c3ccco3)n2-c2ccccc2)sc2c1CCC2	-2	-1	-9	-2.4	-3	-27	1	12
31	COC(=O)c1c(-c2ccc(OC)cc2)sc2cc(OC)c(OC)cc12	-17	-5	-4	-1.5	-14	11	-3	4
32	CCN(CC(=O)NCc1ccc(Cl)cc1)C(=O)/C=C/c1ccc(C#N)cc1	-2	0	10	0.4	8	51*	-9	-4
33	O=C1NC(=S)/C(=C\c2ccc(-c3ccccc3Cl)o2)S1	16	3	31	91*	-2	-10	.	.
34	CCc1ccccc1NC(=O)CCCN1C(=O)C2CC=CCC2C1=O (centres undefined)	-14	10	21	-0.3	-10	-1	-2	-2
35	NC(=O)c1cc(C(=O)c2ccccc2Cl)c[nH]1	4	-1	3	-2.0	-3	-4	-7	-4
36	COc1ccc(NC(=O)c2ccc(COCC(F)(F)F)cc2)cc1OC	-2	-2	11	-0.2	0	-11	-7	-4
37	COc1ccc(-c2nc(CS(=O)CC(=O)NCCN3CCCCCC3)c(C)o2)cc1OC (centres undefined)	-4	0	13	-1.4	20	-11	-4	-1
38	O=C(Nc1nccs1)c1ccc(NC(=O)c2ccco2)cc1	0	10*	5	-0.2	-55	-7	-1	2
39	O=[N+]([O-])c1ccc(Cl)c(S(=O)(=O)Nc2ccc(-c3ccc(N4CCOCC4)nn3)cc2)c1	-6	3	9	-0.7	-8	-7	-1	6
40	CCOc1ccc(NC(=O)Nc2cc(C)on2)cc1	4	1	-2	-0.2	-69	7	65*	2
41	O=C(OCc1cccc2ccccc12)c1ccc2c(=O)[nH]c(CN3CCOCC3)nc2c1	-4	-2	0	1.1	7	-3	.	.
42	NC(=O)c1ccc(NC(=O)COC(=O)C2CCN(S(=O)(=O)c3cccs3)CC2)cc1	-4	2	-3	-1.9	1	0	-6	1
43	COc1ccccc1Nc1nnc(SCC(=O)Nc2cc(C)on2)s1	1	2	11	0.3	6	2	9	0
44	CCOC(=O)c1ncn2c1CN(C)C(=O)c1cc(F)ccc1-2	-6	0	2	-2.4	-4	1	0	-1
45	O=[N+]([O-])c1ccc(CN2CCN(Cc3c[nH]c4ccccc34)CC2)cc1	-9	0	-7	1.7	19	8	-5	-4
46	CCC(=O)Nc1nc2nc(-c3ccccc3)cc(=O)n2[nH]1	-11	0	6	1.6	-2	5	-2	5
47	CCCc1cc(C(=O)N2CCCC(N3CCN(c4ccccc4F)CC3)C2)n(C)n1 (centres undefined)	-6	2	9	0.3	10	-6	-8	-5
48	S=c1[nH]nc(-c2cccc(Br)c2)o1	19	5	7	1.7	3	-15	0	-5
49	C=CCOc1ccc(/C=C2\SC(=Nc3cccnc3)NC2=O)cc1	-1	-9	-2	2.8	-2	-2	-8	-2
50	CC1C(=O)N(Cc2ccc([N+](=O)[O-])cc2)c2ccccc2N1C(=O)C1CC1 (centres undefined)	.	-1	12	.	12	.	-8	-2
51	O=C(Nc1cccc(NC(=O)c2ccccc2)n1)c1ccccc1	-15	-8	9	1.1	21	6	-10	0
52	O=C(Cc1ccccc1)NCCSCc1ccc(Cl)cc1	1	0	-1	-1.6	0	22	-6	-2
53	COc1ccc(OC)c2sc(N3CCc4ccccc4C3)nc12	-7	3	1	-1.9	-3	12	-1	3
54	Cc1ccc(N(C(=O)CCC(=O)Nc2ccccn2)C(C(=O)NC(C)C)c2ccc(F)cc2)cc1 (centres undefined)	8	0	8	-1.1	-16	-4	-7	1
55	O=C(Nc1ccon1)c1ccccc1F	-2	0	4	-0.7	2	4	-2	2
56	CCCCC(C(=O)O)C(C)CC(=O)Nc1cccc(C(=O)O)c1 (centres undefined)	0	5	6	-3.1	-19	7	0	-1
57	Cn1nnnc1SCSc1nnnn1C	-4	-1	-3	5.3	-35	1	-1	-2
58	Cc1ccc(S(=O)(=O)/N=C(\Nc2cc(C)on2)c2ccc(Cl)cc2)cc1	-3	2	3	28	-1	-4	-8	-2
59	COc1ccccc1CNC(=O)N1CCN(c2ccccc2C)CC1	0	-2	8	-0.9	18	11	-7	-4
60	C/C(=N\NC(=O)c1c(Br)c(C)nn1C)c1cccc(NC(=O)c2ccccc2C)c1	-7	6	10	-1.6	-9	-4	-7	3

New compounds follow:
No.	SMILES	CXCR6 inh	GRIN3A LBD mod	CCR6 antag	MPTP inh	Gli-Sufu antag	EBI2 block	APOBEC3G inh	A3A deaminase
61	CCOP(=O)(OCC)c1nc(-c2ccccc2Cl)oc1N1CCOCC1	-7	-2	-2	1.6	3	11	-5	1
62	COc1cc(C(=O)NCCc2cc3c(OC)ccc(OC)c3[nH]c2=O)cc(OC)c1OC	1	-3	27	-1.1	-1	1	-7	-3
63	COc1ccc(C2/C(=C(/O)c3ccc(C)cc3)C(=O)C(=O)N2CC2CCCO2)cc1OC (centres undefined)	3	0	2	0.2	0	-8	-5	-3
64	CCOc1ccc(CCNC(=O)CCNS(=O)(=O)c2ccc(Br)cc2)cc1OCC	5	1	16	-0.7	11	1	-7	-4
65	Nc1nnc(SCC(=O)OCC(=O)NC23CC4CC(CC(C4)C2)C3)s1	2	-2	8	0.4	0	-3	-4	-3
66	O=C(CCS(=O)(=O)c1ccc2c(c1)NC(=O)CO2)NCCc1ccc(Cl)cc1	-2	0	4	0.7	6	-3	-6	-7
67	CSc1ccc(C2N=C(c3ccccc3)NO2)cc1 (centres undefined)	-7	2	16	0.7	-90	15	-3	4
68	COc1ccc(C(=O)Nc2c(Cl)cc(Cl)cc2C(=O)N2CCOCC2)cc1	2	-2	7	2.9	6	3	-4	-2
69	CCCCNc1cc(=O)oc2ccccc12	8	0	-5	1.3	-5	-11	-4	1
70	Cc1ccc(NC(=O)CN(C)C(=O)COC(=O)CNS(=O)(=O)c2ccc(Br)cc2Cl)cc1	-4	-3	-15	-0.2	1	-15	-3	1
71	O=C(O)C1CSC(c2ccncc2)N1 (centres undefined)	4	1	0	-0.4	-6	-3	-5	-5
72	O=C(/C=C/c1ccccc1)CC(=O)c1ccccc1	13	7	20	3.2	2	-5	.	.
73	S=c1[nH]nc(Cc2cccc3ccccc23)n1-c1ccccc1	4	3	12	-0.2	1	-2	4	-2
74	CCC(C)NCCOCCOc1ccc(Br)cc1C (centres undefined)	-9	-3	20	0.1	13	4	-5	-1
75	C[C@H](/C=C/[C@@]1(O)[C@H](C)C[C@H](O)CC1(C)C)O[C@@H]1O[C@H](CO)[C@@H](O)[C@H](O)[C@H]1O	-6	1	-8	-0.9	4	-3	-3	-2
76	O=C(Nc1cccc(NC(=O)c2cccs2)c1)c1ccc([N+](=O)[O-])o1	-16	8	14	5.4	1	-15	-1	1
77	CCN(CC)CCNC(=O)c1cn(CC)c2ccc(S(=O)(=O)N(C)C3CCCCC3)cc2c1=O	4	-3	3	0.5	24	-5	-3	-2
78	COc1cc(/C=N\Nc2nncn2N)ccc1OC(C)=O	-3	1	5	0.6	3	2	-8	-7
79	COCCn1nnnc1C(c1cc2cc(OC)c(OC)cc2[nH]c1=O)N1CCN(c2ccc(O)cc2)CC1 (centres undefined)	-6	-1	-12	-1.5	3	-4	38	-1
80	CC(C)(C)c1nc(CN2CCOCC2)ccc1O	2	-1	-5	4.1	1	20	-10	1
81	COc1cc(NC(=O)CCCSc2nc(-c3ccco3)cc(C(F)(F)F)n2)cc(OC)c1OC	1	0	-13	-1.9	-2	-5	-1	-7
82	CN(C)CCCn1c(=S)[nH]c2sc3c(c2c1=O)CCCC3	6	-2	14	-2.7	6	-14	22	-7

High-throughput results deposited in PubChem by Sanford-Burnham Center for Chemical Genomics.
